High-throughput results as filed in PubChem.
GALK inh: blocks human galactokinase activity; 0.007% of 270,000 active; P51570; Potency, µM (titrated, usually from 57.5 µM), for the others: at the highest dose activity change, negative = inhibition, usual class: inhibitors; AID 1868; Purified GALK, Kinase-Glo residual ATP luminescence; note: potency is the fitted concentration of half-maximal effect; % is set by controls: 0 for no effect and ±100 for the full control effect
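Human GALK (5 nM) with 35 uM ATP and 100 uM galactose in 20 mM HEPES pH 8.0, 5 mM MgCl2, 60 mM NaCl, 1 mM DTT, 0.01% BSA. After 1 h at room temperature, leftover ATP was read by Kinase-Glo Plus luminescence.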
Eya2 phos inh: inhibitors of human Eya2 phosphatase activity. O00167. recombinant Eya2, OMFP fluorescence dephosphorylation (OMFP is methylfluorescein phosphate). Potency, µM (highest dose often 76.9 µM), inactives show top-dose activity, negative = inhibition, actives largely listed as inhibitors. 0.006% of 330,000 active. AID 488837; note: potency is the fitted concentration of half-maximal effect; % is set by controls: 0 for no effect and ±100 for the full control effect
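Eya2 (0.2 uM) preincubated 10 min at ambient with compound, then OMFP substrate added at 50 uM; 10 min reaction in 50 mM HEPES pH 7.5, 50 mM NaCl, 5 uM MgCl2, 0.05% BSA, 1 mM DTT. Fluorescence read at Ex 485/Em 525 nm.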
TSHR antagonist: antagonists of human thyroid stimulating hormone receptor | TSHR-expressing cells, TSH-stimulated cAMP HTRF, 2 h; active compounds read low | 0.2% of 330,000 active | activity change, negative = inhibition, % at 11.5 µM | P16473 | AID 504810;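 active = activity change below a set negative limit, meaning inhibition stronger than a set level, cut at about -70% in these data; inconclusive = activity change between two set negative limits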; note: % is set by controls: 0 for no effect and ±100 for the full control effect
Target sequence (P16473 whole entry, looked up): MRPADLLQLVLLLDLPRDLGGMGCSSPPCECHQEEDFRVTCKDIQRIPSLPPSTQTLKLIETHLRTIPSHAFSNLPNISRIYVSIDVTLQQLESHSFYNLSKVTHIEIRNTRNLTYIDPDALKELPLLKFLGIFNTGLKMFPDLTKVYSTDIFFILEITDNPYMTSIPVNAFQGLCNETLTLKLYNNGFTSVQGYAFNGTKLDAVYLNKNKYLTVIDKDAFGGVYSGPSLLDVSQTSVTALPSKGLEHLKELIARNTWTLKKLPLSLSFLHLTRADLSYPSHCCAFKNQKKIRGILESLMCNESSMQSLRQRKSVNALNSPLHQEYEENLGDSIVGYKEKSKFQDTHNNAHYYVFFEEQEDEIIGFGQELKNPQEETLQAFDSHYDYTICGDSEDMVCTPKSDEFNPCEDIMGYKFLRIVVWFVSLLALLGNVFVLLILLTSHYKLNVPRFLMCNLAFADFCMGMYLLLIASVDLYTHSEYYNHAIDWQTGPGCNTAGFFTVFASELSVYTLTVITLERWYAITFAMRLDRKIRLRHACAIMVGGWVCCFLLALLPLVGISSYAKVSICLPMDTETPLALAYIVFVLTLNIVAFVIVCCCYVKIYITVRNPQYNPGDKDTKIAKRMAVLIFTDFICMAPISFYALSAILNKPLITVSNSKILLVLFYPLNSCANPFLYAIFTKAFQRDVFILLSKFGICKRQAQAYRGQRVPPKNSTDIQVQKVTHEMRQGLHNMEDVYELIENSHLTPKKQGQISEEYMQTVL
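Inhibition of cAMP made by TSHR-expressing cells under TSH stimulation (4nM final, EC80; 2 h, 37 deg C) is quantified with a one-step lysis HTRF kit, anti-cAMP cryptate versus cAMP-d2.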
USP2a inh: USP2a (human) protease inhibition | AID 463254 | 0.01% of 330,000 active | USP2 core, Ub-CHOP2 coupled fluorogenic reporter, 485/531 | Potency, µM (top dose mostly 38.3 µM), inactives show at the top dose activity change, negative = inhibition, hits mostly inhibitors | O75604;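 note: potency is the fitted concentration of half-maximal effect; plate controls were DMSO wells for no effect and full inhibition by NEM control for full effect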
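Cell-free coupled assay: 10nM USP2 core preincubated 30min RT with compound in Tris-HCl pH 8.0/CaCl2/CHAPS buffer, then 25nM Ub-CHOP2 and 25nM reporter substrate; fluorescence (Ex 485/Em 531) read after 60min RT, normalized to NEM inhibition, concentration-response curves fitted.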
MBNL1 CUG block: blocks human MBNL1 binding to CUG repeat RNA; Q9NR56; TR-FRET MBNL1-His/biotin-(CUG)12 binding, 665/545 ratio; Potency, µM (series often up to 57.5 µM), inactives show top-dose activity change, negative = inhibition, usual class: inhibitors; 0.036% of 280,000 active; AID 2675; active = well fitted inhibition curve with a large enough effect in the signal ratio, with a control signal flat, not every such curve was filed as active; inconclusive = small, poorly fitted or top-dose-only effect, or effect the other way, or a change in a side signal; inactive = no such curve, though single readings can be large or run the other way; the % refers to the signal ratio; note: potency is the fitted concentration of half-maximal effect; % is set by controls: 0 for no effect and ±100 for the full control effect
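Inhibition of protein-RNA binding appears as loss of TR-FRET between terbium anti-His antibody on MBNL1-His and streptavidin-XL665 on biotin-(CUG)12. Activity is normalized to buffer-only and uninhibited-complex controls.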
Mito fusion act: inhibitors of mitochondrial division or activators of mitochondrial fusion; S. cerevisiae fusion-defective mutant growth rescue, CellTiterGlo 48 h; Potency, µM (highest dose often 46.1 µM), for the others: at the top dose growth rescue (activation), actives largely listed as activators; 0.23% of 320,000 active;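 note: potency is the fitted concentration of half-maximal effect; % of control where 0% means no effect; nearly all actives have a fitted effect of over 45% in size; temperature-sensitive fusion mutants such as fzo1-1 at 37 °C on non-fermentable ethanol glycerol medium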
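Luminescent cell viability in 1536-well qHTS format served as the measure of rescued growth in ts fusion-mutant S. cerevisiae cultured on non-fermentable YPEG for 48 hours at 37C.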
PKM2 activator: PKM2 (human) enzyme activation; P14618; purified PKM2, Kinase-Glo ATP luminescence, activation; response scale: 0% is enzyme alone, no compound; Potency, µM (highest dose often 57.5 µM), without a hit: at the top dose activation, most hits filed as activators; 0.34% of 260,000 active; AID 1631; note: potency is the fitted concentration of half-maximal effect; % is set by controls: 0 for no effect and ±100 for the full control effect; nearly all actives have a fitted effect of over 55% in size
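Kinase-Glo luminescence reports ATP generated from ADP (0.1 mM) and PEP (0.5 mM) by purified hPK-M2 after 1 h at room temperature, pH 7.2 imidazole buffer; intermediate enzyme activity allows detecting inhibitors and activators.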
Chronic BCR inh: blocks chronic active B-cell receptor signaling | ABC-DLBCL IkBa-CBG/CBR reporter, luminescence ratio, 4 h | Potency, µM (doses to about 46.1 µM), for the others: top-dose ratio change, negative = lower green/red ratio, hits mostly inhibitors | 0.05% of 340,000 active; active = well fitted inhibition curve with a large enough effect in the signal ratio, with a control signal flat, not every such curve was filed as active; inconclusive = small, poorly fitted or top-dose-only effect, or effect the other way, or a change in a side signal; the % refers to the signal ratio;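 note: potency is the fitted concentration of half-maximal effect; plate controls were basal doxycycline-induced cells for no effect and cells given 10 µM MG132 for full effect; MG132 reads +100%, hits lower the ratio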
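Doxycycline induced both beetle luciferases in TMD8 lymphoma cells; IKK-driven degradation limits the IkappaBalpha-fused green signal, while red luminescence normalises for cell number and nonspecific effects. Compounds tested up to 46 uM, 4 hrs.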
S-ASM inh: blocks human secretory acid sphingomyelinase; placental ASM, HMU-PC fluorogenic substrate, 60 min; AID 504937; P17405; Potency, µM (highest dose often 57.5 µM), inactives show at the top dose activity change, negative = inhibition, usual class: inhibitors; 0.006% of 340,000 active; note: potency is the fitted concentration of half-maximal effect
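Human placenta-derived ASM enzyme was preincubated with compound for 10 minutes at room temperature, then given fluorogenic substrate HMU-PC0 (9 uM final) for 60 minutes at 37 °C; a pH 10 stop preceded fluorescence reading at Ex 386/Em 447 nm.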
Menin-MLL TR inh: displaces Texas Red mutant MLL peptide from human menin; 0.23% of 270,000 active; O00255; AID 1768; Potency, µM (highest dose often 61.6 µM), for the others: top-dose FP activity change, negative = inhibition, usual class: inhibitors; Menin + Texas Red MLL mutant peptide, fluorescence polarization; active = well fitted inhibition curve with a large enough effect in the polarisation, with a control signal flat, not every such curve was filed as active; inconclusive = small, poorly fitted or top-dose-only effect, or effect the other way, or a change in a side signal; inactive = no such curve, though single readings can be large or run the other way; the % refers to the polarisation; note: potency is the fitted concentration of half-maximal effect; % of control where 0% means no effect; many of its hits are not listed in these tables
KCNH2 WT inh: KCNH2 (human, wildtype) channel inhibition; Q12809; U2OS, BacMam KCNH2, thallium flux FluxOr; active compounds read low; activity change, % at 1.84 µM; 0.37% of 340,000 active; AID 720551;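 active = maximum activity change below -70%; inconclusive = maximum activity change between -70% and -50%; inactive = maximum activity change above -50%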; note: % is set by controls: 0 for no effect and ±100 for the full control effect
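U2OS cells were transduced with wild-type KCNH2 virus (2.03 x 10^8 / mL) for 4 h at room temperature, then cultured overnight at 37 C. Thallium flux was read with FluxOr dye. Rate constants were normalized to DMSO controls.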
Numbers without * were called inactive; ? = inconclusive; . = not tested or not shown; [ ] = remark or other dose. Unless noted, calls come from the whole dose curve; as a rule, active = well fitted curve in the direction sought with a large enough effect; inconclusive = small, poorly fitted or top-dose-only effect, or another doubt; inactive = no such curve, though single readings can be large; an effect the other way counts as inactive or inconclusive. A portion of the library; rates above refer to the full screens.

no.	Molecule	GALK inh	Eya2 phos inh	TSHR antagonist	USP2a inh	MBNL1 CUG block	Mito fusion act	PKM2 activator	Chronic BCR inh	S-ASM inh	Menin-MLL TR inh	KCNH2 WT inh
1	COC(=O)Cn1ncc(N2CC(C)OC(C)C2)c(Cl)c1=O (stereo not drawn)	1%	2%	7	0%	8%	-3%	1%	?	-20%	2%	1
2	CC(C)CN(C(=O)COC(=O)CNC(=O)c1ccc(Cl)cc1)C1CCS(=O)(=O)C1 (stereo not drawn)	9%	17%	2	-1%	4%	9%	8%	-2%	-1%	4%	-2
3	Cc1ccc(NC(=O)N2CCC(C(=O)Nc3ccc(C)cc3C)CC2)cc1	1%	-5%	-5	0%	-10%	-7%	-3%	?	-3%	-11%	-26
4	O=C(NCc1ccc2c(c1)OCO2)c1cnc2n(c1=O)CCS2	1%	-36%	14	6%	6%	-3%	6%	0%	0%	11%	9
5	CN(C)CCCN(C(=O)c1ccc(S(=O)(=O)N2CCOCC2)cc1)c1nc2ccc(F)cc2s1	5%	-28%	29	1%	3%	0%	-5%	6%	0%	.	26
6	CCn1c(Cc2ccccc2)nnc1SCC(=O)NC(C)(C)C	3%	13%	6	2%	10%	0%	-2%	-5%	-2%	-23%	-18
7	CCCc1ccc(-c2ccc(-c3noc(-c4ccncc4)n3)cc2)nc1	-2%	12%	-11	0%	5%	-1%	0%	0%	3%	2%	-1
8	CCOc1ccc(NC(=O)c2cccc3c2C(=O)N(CCOC)C3)cc1	-2%	7%	-14	4%	4%	2%	-6%	?	2%	1%	0
9	CCOCCCNCc1ccc(Cl)cc1	-1%	-3%	1	3%	-14%	-2%	-7%	3%	-1%	0%	17
10	O=C(/C=C/c1ccco1)N(Cc1cccc(Cl)c1)C1CCS(=O)(=O)C1 (stereo not drawn)	0%	?	-8	0%	-6%	5%	22%	-14%	-4%	.	5
11	O=C(O)c1cnn2c(-c3ccc(F)cc3)ccnc12	-2%	-5%	-6	-4%	21%	-4%	-3%	-18%	5%	-9%	7
12	C=CCN1C(=O)c2ccc(C(=O)N(C)CC(=O)Nc3cccc(F)c3)cc2C1=O	-5%	-1%	-8	1%	?	-2%	-6%	5%	-1%	.	16
13	COc1cc(NC(=O)c2ccc(Br)o2)c(C(=O)O)cc1OC	-3%	-33%	-6	-2%	-8%	-3%	7%	1%	2%	-19%	-3
14	COc1ccc(-c2nn(-c3ccccc3)cc2C(=O)N2CCN(S(=O)(=O)c3cccc(F)c3)CC2)cc1	.	-13%	-5	1%	.	-38%[inhibitor]	.	-16%	-1%	.	9
15	C=CCOc1c(Cl)cc(CNn2cn[nH]c2=S)cc1OC	2%	-3%	22	4%	-7%	-7%	-20%	-6%	0%	-1%	.
16	CC(C(=O)N1CC2(C)CC1CC(C)(C)C2)N1C(=O)c2ccccc2C1=O (stereo not drawn)	1%	0%	-2	0%	0%	7%	-5%	-6%	1%	-29%	16
17	Cc1nn(C(=O)c2ccco2)c(C)c1Sc1ccc([N+](=O)[O-])cc1	1%	2%	10	2%	7%	-1%	0%	?	-2%	6%	-9
18	O=C(O)c1ccc(CSc2nnnn2C2CCCCC2)cc1	3%	0%	8	0%	0%	2%	-13%	?	3%	-1%	1
19	Cc1cc(C)nc(SCC(=O)NC2=NC(=O)C(C)S2)n1 (stereo not drawn)	1%	-14%	1	2%	1%	7%	2%	?	-1%	17%	2
20	O=[N+]([O-])/C(C=Nc1ccccc1O)=C\Nc1ccccc1O	0%	0%	14	1%	9%	-10%	2%	?	1%	.	-3
21	O=C(Cc1cccs1)NCCc1cn2ccccc2n1	9%	-2%	-1	0%	-10%	3%	4%	8%	6%	6%	-1
22	Clc1ccc(-c2ccc(/C=N/Nc3cc(N4CCOCC4)nc(N4CCOCC4)n3)o2)cc1	0%	0%	-7	2%	10%	-6%	18%	-15%	.	?	?
23	Cc1ccc(/C=C/C(=O)Nc2cc(=O)n(C)c(=O)n2C)o1	-4%	5%	-4	1%	18%	-1%	?	-3%	8%	-1%	-7
24	COc1cc(C(=O)N/C(=C\c2cn(C)c3ccccc23)C(=O)NCCN2CCOCC2)cc(OC)c1OC	6%	5%	1	2%	?	-10%	.	-18%	1%	.	-1
25	O=C(CCCCCN1C(=O)[C@@H]2Cc3ccccc3CN2C1=O)NCCc1ccccc1	6%	9%	-5	1%	6%	-2%	.	0%	-2%	.	2
26	Cc1nc2ccc(C(=O)Nc3cccc([N+](=O)[O-])c3)cc2s1	-2%	0%	6	0%	21%	4%	-3%	?	-3%	?	2
27	Cc1cc[n+](-c2nc([O-])sc2/C=N/Nc2ccc([N+](=O)[O-])cc2)cc1	3%	-5%	15	8%	?	1%	2%	?	-1%	?	8
28	COc1cccc(CC(=S)N2CCOCC2)c1	2%	0%	21	3%	.	2%	-5%	-7%	4%	-15%	5
29	CN(C)c1ccc(C(O)P(=O)(OCc2ccccc2)c2ccc(N(C)C)cc2)cc1 (stereo not drawn)	4%	-28%	-1	-1%	-2%	3%	-2%	8%	-1%	.	-8
30	COc1cc(/C=C/C(=O)OCC(=O)NC(=O)NC2CCCCC2)ccc1OC(F)F	-6%	-17%	6	0%	10%	-1%	0%	-1%	-17%	16%	-3
31	Cc1cc(O)cc2c(=O)c3ccccc3sc12	1%	-3%	-8	4%	-2%	-1%	3%	17%	48%[activator]	12%	-2
32	Cc1ccc(NC(=S)NNC(=O)c2ccco2)cc1	1%	-4%	-3	1%	-8%	-8%	0%	?	5%	-7%	-2
33	COc1ccc(N(CC(=O)Nc2ccc3c(c2)OCO3)S(=O)(=O)c2c(C)nn(C)c2C)cc1	-2%	6%	6	0%	-12%	4%	-3%	5%	4%	12%	2
34	NC(=O)COC(=O)CCSc1ccc(Cl)cc1	11%	-3%	5	1%	-2%	1%	?	19%	3%	4%	-3
35	O=c1[nH]c2cc3c(cc2cc1C(c1nnnn1Cc1ccccc1)N1CCCc2ccccc21)OCO3 (stereo not drawn)	-3%	1%	1	0%	1%	-5%	1%	-21%	17%	12%	-2
36	O=C(O)CCNC(=O)C12CC3CC(CC(C3)C1)C2	4%	-10%	9	1%	-11%	-10%	5%	-1%	0%	8%	5
37	O=C(N/N=C/C=C/c1ccccc1[N+](=O)[O-])c1ccncc1	-3%	7%	-6	-2%	?	-3%	1%	-28%	-1%	.	0
38	O=C(CCc1ccccc1)Nc1ccc2ccccc2n1	-2%	10%	4	1%	0%	1%	3%	?	2%	-4%	2
39	CCOC(=O)N1CCC(NC(=O)c2cnn3cccnc23)CC1	-3%	17%	7	-1%	-3%	-5%	-6%	-18%	10%	-1%	2
40	CSc1ccccc1C(=O)NCCCOC(C)C	-2%	-9%	8	3%	-6%	-5%	-1%	4%	1%	-2%	-10
41	Cn1cc(CN2CCCC(C(=O)c3cccs3)C2)c(-c2cccc(Cl)c2)n1 (stereo not drawn)	-3%	-1%	-4	4%	-7%	8%	0%	?	-4%	-5%	14
42	Cc1nc2ccccc2n1C1CCN(CC(=O)NCc2ccc(F)cc2)CC1	3%	-2%	15	-1%	-1%	0%	-2%	3%	0%	?	3
43	CNc1nc(-c2ccc3c(c2)CCN3C(=O)CC(C)(C)C)c(C)s1	-1%	-9%	15	3%	-4%	15%	26%	-2%	9%	?	-19
44	CC1(C)C(=O)OC(/C=C\c2ccccc2)C(C)(C)C1=O (stereo not drawn)	10%	4%	-41	-1%	5%	19%	-5%	1%	-3%	-18%	2
